Screening results: PubChem BioAssay, several laboratories
HCT116 bCat-KO – beta-catenin-lacking colon tumor cell growth suppression; HCT116 beta-catenin knockout viability, CellTiter-Glo, 60 h; stronger effect = lower value; viability, % at 10 µM; hit rate 1.5% among 140,000; AID 818;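 active = viability at or under a set limit, the compound median less 4 SD, cut at about 6% in these data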;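 also: 0% = Hyamine 1622 control at 20 µM and 100% = untreated cell control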
E-sel TNF inh – TNF alpha driven E-selectin expression inhibition; HUVEC TNFa-induced E-selectin immunofluorescence, high content; inhibition, % at 2 µM; hit rate 0.71% among 120,000;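 active = inhibition above the batch mean plus 3 SD, and confirmed as a hit on visual image review, cut at about 43% in these data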;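 also: 0% = TNF-stimulated DMSO wells and 100% = unstimulated control wells; not every result past the cut was called active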
NPY-Y2 antag – blocks the human neuropeptide Y Y2 receptor; hit rate 0.99% among 140,000; AID 793; inhibition, % at 2.7 µM; NPY-Y2 expressing cells, antagonist mode; in the data active = inhibition above about 17%;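 also: 0% = vehicle with agonist challenge and 100% = reference antagonist with challenge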
Yeast lifespan up – extends the lifespan of yeast; S. cerevisiae growth with nicotinamide, OD615; deaD strain in restrictive glucose medium; inhibition of the nicotinamide effect, % at 10 µM; hit rate 0.68% among 130,000;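 active = inhibition above a set limit, placed 3 SD over the median of all compounds, cut at about 26% in these data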;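 also: 0% = nicotinamide-treated wells and 100% = cells grown without nicotinamide; some compounds called inactive have numbers as strong as hits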
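Assay system: engineered S. cerevisiae DeaD replicative-lifespan strain, galactose-grown log-phase cells; Buffer or medium: CSMM-D glucose medium, restrictive; Probe or stimulus: nicotinamide 1.5 mM; Compound: single dose 10 µM compound, 0.25% DMSO; Schedule: 4 h preincubation then 48 h treatment at 30 °C; Technique: OD615 measurement.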
Phagocyt inh – macrophage phagocytosis inhibition. J774A.1 macrophage IgG-bead phagocytosis, imaging. inhibition, % at 5 µM. hit rate 0.07% among 110,000. AID 1029;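 active = inhibition above the mean of the plate negative controls plus 5 SD, cut at about 13% in these data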;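 also: phagocytic index as fraction of beads internalized from green versus red external bead signal; plate controls were DMSO negative control for no effect and cytochalasin-D positive control for full effect; some results beyond the cut were filed as inactive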
Measles CPE – protection of cells from measles virus; protection (pct of control), % at 4 µM; hit rate 1.5% among 140,000; Measles virus-infected cells, CPE protection, absorbance; AID 841; in the data active = protection mostly above about 24%, no sharp cut-off; inactive = mostly below about 26%; also: some compounds called inactive have numbers as strong as hits
MRP-1 activ – activators of MRP-1 | H69AR cells + doxorubicin, viability rescue, CellTiter-Glo | viability increase, % at 10 µM | hit rate 0.61% among 140,000;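 active = viability gain under doxorubicin at or above a set limit, the compound median plus 3 SD, cut at about 4.7% in these data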;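 also: MRP-1 overexpressing cells given doxorubicin 25 µM after compound pretreatment; 18-22 h compound pretreatment then 72 h with doxorubicin before readout; 0% = doxorubicin-only wells and 100% = vehicle-treated cells without doxorubicin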
GALR2 antag – GALR2 (human) receptor antagonism. O43603. GALR2-expressing cells, antagonist mode. inhibition, % at 4 µM. hit rate 0.39% among 140,000. AID 828; in the data active = inhibition above about 27%;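 also: cells stimulated with galanin 1-16 at roughly its EC80; 0% = agonist challenge control and 100% = basal control without agonist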
Target sequence (O43603 whole entry, looked up): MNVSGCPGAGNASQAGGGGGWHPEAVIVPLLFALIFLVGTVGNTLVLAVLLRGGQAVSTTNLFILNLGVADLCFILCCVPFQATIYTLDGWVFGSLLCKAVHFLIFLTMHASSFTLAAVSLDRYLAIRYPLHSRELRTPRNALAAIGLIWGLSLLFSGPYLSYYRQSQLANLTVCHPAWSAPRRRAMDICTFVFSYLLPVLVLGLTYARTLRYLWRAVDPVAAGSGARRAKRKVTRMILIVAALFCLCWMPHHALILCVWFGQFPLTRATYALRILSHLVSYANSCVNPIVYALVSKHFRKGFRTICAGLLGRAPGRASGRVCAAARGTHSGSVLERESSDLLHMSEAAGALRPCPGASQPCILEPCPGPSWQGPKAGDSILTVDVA
HCT116 PTEN-null – suppresses growth of cells with PTEN deletion; hit rate 1.2% among 140,000; HCT116 PTEN-null viability, CellTiter-Glo, 60 h; stronger effect = lower value; viability, % at 10 µM;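 active = viability at or below a set limit, 4 SD under the median of all tested compounds, cut at about 3.7% in these data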;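 also: PTEN knockout HCT116 line with beta catenin targeted HCT116 as companion control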
Yeast growth inh – chemicals that inhibit yeast BB579 growth in restrictive medium (lifespan-shortening candidates) | S. cerevisiae BB579 growth, OD615, 48 h | inhibition, % at 10 µM | hit rate 0.51% among 140,000;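 active = inhibition above a set limit, 3 SD over the mean compound inhibition, cut at about 44% in these data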; also: inactives centre near -24
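Assay system – yeast BB579 (DeaD) · Dosing – single compound dose of 10 µM, 0.25% DMSO final · Detection – OD615 turbidity measurement · Buffer or medium – CSMM-D restrictive synthetic medium containing dextrose (glucose) · Benchmarks – positive control amphotericin B 10 µg/mL · Incubation – 48 h exposure, 30 °C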
* marks the source's active call; other numbers are inactive results; . = not tested or not shown. These rows are one share of the data; the hit share may differ from the screen's.

SMILES | HCT116 bCat-KO | E-sel TNF inh | NPY-Y2 antag | Yeast lifespan up | Phagocyt inh | Measles CPE | MRP-1 activ | GALR2 antag | HCT116 PTEN-null | Yeast growth inh
O=C(O)CCC(=O)c1ccc(-c2ccccc2)cc1 | 98.2 | . | 2.6 | -0.9 | . | 14.0 | -1.3 | 10.6 | 100.9 | -22.9
CCCCNc1ccc(C(=O)OCCN(C)C)cc1 | 106.1 | . | 1.9 | 2.6 | . | 22.6 | -0.3 | 12.2 | 103.4 | -26.1
COc1ccc(C2CNC(=O)C2)cc1OC1CCCC1 (configuration not stated) | 105.3 | . | 1.5 | 3.3 | . | 1.9 | -1.6 | 4.5 | 99.4 | -35.0
C/C=C(/C)C(=O)OC(C)(C)[C@@H]1Cc2c(ccc3ccc(=O)oc23)O1 | 77.7 | . | 3.4 | 10.1 | . | 3.9 | 3.6 | 0.4 | 82.8 | -36.3
CC1Cc2ccccc2N1NC(=O)c1ccc(Cl)c(S(N)(=O)=O)c1 (configuration not stated) | 98.6 | . | 0.3 | 3.0 | . | 23.8 | -0.2 | -1.5 | 98.7 | -35.0
CCC(NC(C)C)C(O)c1ccc(O)c2[nH]c(=O)ccc12 (configuration not stated) | 100.2 | . | 2.8 | 9.3 | . | 24.6 | -0.2 | 10.3 | 103.1 | -46.4
CC(C)=CCOc1c2ccoc2cc2oc(=O)ccc12 | 97.1 | . | 2.1 | -4.9 | . | 3.0 | 0.4 | 2.8 | 88.7 | -46.3
Cc1cccc2c1NC(=O)C2(c1ccc(O)cc1)c1ccc(O)cc1 | 55.9 | -60.3 | 113.9* | -0.5 | . | 1.5 | -2.5 | 17.5 | 64.5 | -47.7
Cc1cncn1CCc1nc2c3ccccc3nc(SCC(=O)Nc3cccc(Cl)c3)n2n1 | 5.3* | . | 32.9* | -1.1 | -7.5 | 14.6 | -5.2 | -3.6 | 1.0* | 16.1
CN1CCCN=C1COC(=O)C(O)(c1ccccc1)C1CCCCC1 (configuration not stated) | 88.7 | . | 8.2 | 6.8 | . | 27.6 | -1.7 | 8.4 | 90.3 | -57.9

3 entries out of the list, sorted by SMILES length, high to low.
SMILES | HCT116 bCat-KO | E-sel TNF inh | NPY-Y2 antag | Yeast lifespan up | Phagocyt inh | Measles CPE | MRP-1 activ | GALR2 antag | HCT116 PTEN-null | Yeast growth inh
Cc1cncn1CCc1nc2c3ccccc3nc(SCC(=O)Nc3cccc(Cl)c3)n2n1 | 5.3* | . | 32.9* | -1.1 | -7.5 | 14.6 | -5.2 | -3.6 | 1.0* | 16.1
CCC(NC(C)C)C(O)c1ccc(O)c2[nH]c(=O)ccc12 (configuration not stated) | 100.2 | . | 2.8 | 9.3 | . | 24.6 | -0.2 | 10.3 | 103.1 | -46.4
CC(C)=CCOc1c2ccoc2cc2oc(=O)ccc12 | 97.1 | . | 2.1 | -4.9 | . | 3.0 | 0.4 | 2.8 | 88.7 | -46.3

Further results:
SMILES | HCT116 bCat-KO | E-sel TNF inh | NPY-Y2 antag | Yeast lifespan up | Phagocyt inh | Measles CPE | MRP-1 activ | GALR2 antag | HCT116 PTEN-null | Yeast growth inh
CN(C)CCCC1(c2ccc(F)cc2)OCc2cc(C#N)ccc21 (configuration not stated) | 94.6 | . | 4.8 | 8.6 | . | 0.6 | -2.6 | 3.5 | 102.1 | -26.4
C1COC(NC(C2CC2)C2CC2)=N1 | 99.0 | . | -0.9 | 2.8 | . | 8.9 | -1.5 | -0.9 | 93.6 | -39.9
CNCCCN1c2ccccc2CCc2ccccc21 | 73.8 | . | 3.0 | 4.2 | . | 10.1 | -3.3 | -0.3 | 72.1 | -24.7
COc1ccc(C[C@H]2COC(=O)[C@@H]2Cc2ccc(OC3OC(CO)C(O)C(O)C3O)c(OC)c2)cc1OC (some centres not stated) | 54.5 | -22.7 | 2.4 | -0.1 | . | 35.6 | 0.6 | -9.0 | 67.5 | -23.7
O=c1oc2c(O)c(O)cc3c(=O)oc4c(O)c(O)cc1c4c23 | 60.5 | . | 1.3 | 5.8 | . | 25.4 | -2.4 | 6.4 | 60.6 | -65.4
CC(=O)CCCCn1c(=O)c2c(ncn2C)n(C)c1=O | 102.4 | -26.9 | 1.9 | -15.2 | -2.1 | 6.9 | -1.4 | -1.9 | 100.0 | -47.4
O=C(O)c1cccnc1Nc1cccc(C(F)(F)F)c1 | 96.0 | . | 7.4 | -1.1 | . | 39.9 | 0.0 | 8.6 | 111.7 | -27.4
CCn1cc(C(=O)O)c(=O)c2cnc(N3CCNCC3)nc21 | 91.3 | . | 3.1 | 5.9 | . | 27.4 | 0.6 | 8.6 | 91.7 | -38.6
CCCCCC(=O)O[C@]1(C(C)=O)CC[C@H]2[C@@H]3CCC4=CC(=O)CC[C@]4(C)[C@H]3CC[C@@]21C | 4.8* | . | 6.4 | 7.2 | . | 36.7 | -3.2 | 5.2 | 6.8 | -46.8

Just Measles CPE and HCT116 bCat-KO, for 5 of the compounds above:
Molecule	Measles CPE	HCT116 bCat-KO
COc1ccc(C[C@H]2COC(=O)[C@@H]2Cc2ccc(OC3OC(CO)C(O)C(O)C3O)c(OC)c2)cc1OC (some centres not stated)	35.6	54.5
O=c1oc2c(O)c(O)cc3c(=O)oc4c(O)c(O)cc1c4c23	25.4	60.5
CC(=O)CCCCn1c(=O)c2c(ncn2C)n(C)c1=O	6.9	102.4
O=C(O)c1cccnc1Nc1cccc(C(F)(F)F)c1	39.9	96.0
CCn1cc(C(=O)O)c(=O)c2cnc(N3CCNCC3)nc21	27.4	91.3

2 compounds drawn at random from those above, as already listed:
SMILES | HCT116 bCat-KO | E-sel TNF inh | NPY-Y2 antag | Yeast lifespan up | Phagocyt inh | Measles CPE | MRP-1 activ | GALR2 antag | HCT116 PTEN-null | Yeast growth inh
O=C(O)c1cccnc1Nc1cccc(C(F)(F)F)c1 | 96.0 | . | 7.4 | -1.1 | . | 39.9 | 0.0 | 8.6 | 111.7 | -27.4
COc1ccc(C[C@H]2COC(=O)[C@@H]2Cc2ccc(OC3OC(CO)C(O)C(O)C3O)c(OC)c2)cc1OC (some centres not stated) | 54.5 | -22.7 | 2.4 | -0.1 | . | 35.6 | 0.6 | -9.0 | 67.5 | -23.7
